# M5 antag: CHRM5 antagonism in calcium assay; AID 624040; inhibition, % at 3 µM; actives 0.59% (n = 360,000); CHO-hM5 cells, Fluo-8 calcium fluorescence, ACh EC80;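 active = inhibition above a per-plate cutoff, the mean of that plate's test compounds plus 3 SD, cut at about 27% in these data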;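 also: 0% = acetylcholine EC80 with DMSO and 100% = DMSO without agonist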
# Target sequence (P08912 whole entry, looked up): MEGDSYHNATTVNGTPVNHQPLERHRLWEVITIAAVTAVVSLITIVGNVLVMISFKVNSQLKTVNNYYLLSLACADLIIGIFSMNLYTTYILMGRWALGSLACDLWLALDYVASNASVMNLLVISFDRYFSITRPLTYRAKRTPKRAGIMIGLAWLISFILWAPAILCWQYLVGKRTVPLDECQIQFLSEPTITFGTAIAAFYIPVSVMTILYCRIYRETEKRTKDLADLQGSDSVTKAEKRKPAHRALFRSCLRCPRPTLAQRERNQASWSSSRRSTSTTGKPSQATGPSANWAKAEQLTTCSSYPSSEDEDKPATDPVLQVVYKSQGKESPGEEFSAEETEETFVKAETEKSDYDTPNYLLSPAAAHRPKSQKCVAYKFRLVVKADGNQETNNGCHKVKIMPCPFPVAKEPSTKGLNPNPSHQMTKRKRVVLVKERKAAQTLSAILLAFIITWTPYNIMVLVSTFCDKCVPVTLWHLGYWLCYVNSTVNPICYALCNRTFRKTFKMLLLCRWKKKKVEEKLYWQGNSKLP
# IDE inh: cellular human IDE inhibition; inhibition, % at 5.59 µM; AID 434962; HEK cells, FAbetaB cleavage, fluorescence polarization; actives 0.41% (n = 320,000);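 active = percent inhibition above the average of all tested compounds plus 3 SD, set per screening campaign, cut at about 16% in these data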;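 also: IDE supplied by intact live HEK cells; FP after avidin binding of uncleaved biotin substrate so inhibition keeps polarization high; 0% = DMSO wells and 100% = 60 µM reference IDE inhibitor Ii1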
# CHRM5 PAM: CHRM5 positive allosteric modulation. P08912. CHO-K1 hM5, Fluo-8 calcium, ACh EC20 PAM; 0% = ACh EC20, 100% = ACh EC100. activation, % at 3 µM. actives 0.3% (n = 360,000). AID 624038;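 active = activation above the run cutoff, the mean activation of all test compounds plus 3 SD, cut at about 18% in these data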
#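 Measured by: Fluo-8 calcium fluorescence; material: human M5 receptor in CHO-K1 cells; schedule: Post-acetylcholine fluorescence recording 140 s; benchmarks: low control EC20 acetylcholine (0%), high control EC100 acetylcholine (100%); read-out: Max/basal fluorescence ratio as % of EC20–EC100 ACh window; compound: single dose, 3 µM nominal final test concentration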
# M5 ag: agonists of human muscarinic M5 receptor (CHRM5) | AID 624037 | CHO-K1 hM5 cells, Fluo-8 calcium fluorescence; 0% DMSO wells, 100% maximal acetylcholine response | activation, % at 3 µM | actives 0.19% (n = 360,000);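 active = activation above the run's mean over test compounds plus 3 SD, cut at about 23% in these data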;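 also: signal is peak over basal fluorescence ratio across the kinetic read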
# M4 antag: blocks acetylcholine activation of human M4 receptor | P08173 | CHO-hM4 cells, ACh EC80, Fluo-8 calcium fluorescence | inhibition, % at 3 µM | actives 0.73% (n = 360,000) | AID 624125;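 active = inhibition above its plate's cutoff, the mean inhibition of sample wells plus 3 SD, cut at about 27% in these data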;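 also: 0% = acetylcholine EC80 with DMSO and 100% = DMSO without agonist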
# Target sequence (P08173 whole entry, looked up): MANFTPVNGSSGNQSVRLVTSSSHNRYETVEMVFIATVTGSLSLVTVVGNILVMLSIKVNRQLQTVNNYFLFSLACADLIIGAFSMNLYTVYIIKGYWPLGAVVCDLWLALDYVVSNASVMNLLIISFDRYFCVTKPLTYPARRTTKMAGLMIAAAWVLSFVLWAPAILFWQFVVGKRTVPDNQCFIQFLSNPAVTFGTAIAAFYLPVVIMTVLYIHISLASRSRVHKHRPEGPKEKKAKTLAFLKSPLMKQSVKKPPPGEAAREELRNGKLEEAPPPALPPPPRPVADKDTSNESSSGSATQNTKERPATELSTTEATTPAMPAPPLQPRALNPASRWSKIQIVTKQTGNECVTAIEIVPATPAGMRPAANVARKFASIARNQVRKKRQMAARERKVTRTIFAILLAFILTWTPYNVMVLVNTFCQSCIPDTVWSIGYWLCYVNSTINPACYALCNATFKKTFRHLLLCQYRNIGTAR
# CHRM4 agonist: agonists of human muscarinic M4 receptor (CHRM4); CHO-K1 hM4/Gqi5, Fluo-8 calcium fluorescence; vehicle 0%, full acetylcholine response 100%; P08173; activation, % at 3 µM; actives 0.14% (n = 360,000);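 active = activation above the run mean over all test wells plus 3 SD, cut at about 32% in these data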;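 also: peak over basal fluorescence ratio per well then scaled between controls; 0% = DMSO wells and 100% = acetylcholine at EC100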
# CRFR2-BP ag: CRF-BP/CRF-R2 complex agonism; HEK293 CRF-R2/CRF-BP, calcium dye fluorescence (FLIPR); percent of saturating CRF peptide response; activation, % at 13.2 µM; actives 0.46% (n = 350,000);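 active = activation of at least 50%, plus an integration ratio under a set limit after plate pattern correction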;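 also: plate controls were neutral control wells without compound for no effect and CRF at EC100 for full effect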
# CRFBP-R2 block: antagonists of CRF-binding protein/CRF-R2 receptor complex | HEK293 CRF-R2/CRF-BP, CRF-induced calcium fluorescence | inhibition, % at 11.8 µM | actives 0.59% (n = 350,000) | AID 588475;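 active = inhibition of the ligand-induced calcium signal above about 50% at the single tested concentration, limit read from the data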
# M4 PAM: CHRM4 positive allosteric modulation; P08173; CHO-K1 hM4/Gqi5, Fluo-8 calcium fluorescence, ACh EC20; 0% = ACh EC20, 100% = maximal ACh; activation, % at 3 µM; actives 0.4% (n = 360,000);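 active = activation above its plate's cutoff, the mean activation of sample wells plus 3 SD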; also: some results filed as inactive read as strong as hits
# Starred values were filed as active, the others as inactive; · = no result given.
1	Cc1cc(C)cc(NC(=S)N2C3CCCC2CC(NC(=O)C2CC2)C3)c1 (configuration not stated)
2	CCCCC1=CC2=CC(=O)C(C)(OC(=O)CC)C(=O)C2=CN1CCOC (configuration not stated)
3	COc1cccc(NC(=O)CC(C)=O)c1
4	O=Cc1c[nH]c2cccc(OCc3ccccc3)c12
5	Cc1nc(Nc2ccccc2)sc1-c1ccccc1
6	COc1ccc(-c2cc(CNc3nc(NCc4ccccc4OC)nc4ccsc34)on2)cc1
7	O=S(=O)(NCCCNS(=O)(=O)c1c(F)cccc1F)c1ccc2c(c1)OCCO2
8	COc1cccc(C2C(C(N)=O)=C(C)Nc3nc(-c4cccc(Cl)c4)nn32)c1 (configuration not stated)
assay / entry,1,2,3,4,5,6,7,8
CHRM4 agonist,-1,0,1,2,-1,4,6,0
CRFR2-BP ag,-0.7,1.2,-0.2,-2.2,-2.3,·,0.1,-2.8
M4 antag,0,-4,-2,1,-1,5,-9,10
CRFBP-R2 block,-5,5,16,0,-60,·,-3,16
M4 PAM,-9,17,12,-1,-6,-8,1,7
M5 antag,6,5,7,-2,-3,9,2,0
IDE inh,-3,3,1,·,5,·,1,9
M5 ag,-7,1,0,-2,-2,-2,-1,0
CHRM5 PAM,-1,-3,-7,-7,-4,-8,-6,-1

9	COCCCNC(=O)c1ccc(C(=O)NCCCOC)cc1
10	CCOc1ccc(C(=O)C(c2ccccc2)N2CCOCC2)cc1 (configuration not stated)
11	COC(=O)c1c(N)sc(C(=O)N2CCOCC2)c1C
12	CCc1ccc(NC(=O)N2CCc3ccccc3C2)cc1
13	Cc1ccc2[nH]c(=O)c(CN(CCCN(C)C)C(=O)Nc3ccc(Cl)cc3)cc2c1
14	COc1ccc(Cl)cc1NC(=S)NCc1cccnc1
15	NS(=O)(=O)c1ccc(CCNC(=O)Cn2c(=O)c3cccn3c3cccnc32)cc1
16	O=Cc1ccc(Oc2ccc(F)cc2)nc1
assay / entry,9,10,11,12,13,14,15,16
CHRM4 agonist,1,1,0,0,1,3,1,9
CRFR2-BP ag,-2.2,6.5,-0.5,0.5,-0.2,0.3,1.7,0.0
M4 antag,6,-3,10,-6,4,-4,-5,-6
CRFBP-R2 block,11,8,-8,2,-14,35,12,3
M4 PAM,0,8,23,3,0,6,-2,2
M5 antag,3,6,0,8,0,-5,-5,5
IDE inh,-2,7,3,·,-1,3,-2,1
M5 ag,2,-4,0,-6,-2,1,-4,3
CHRM5 PAM,1,0,1,-3,8,5,-1,-6

17	O=C(NCCCc1ccccc1)C1CCN(c2nnc(-n3cccc3)s2)CC1
18	O=C(Nc1cccc(F)c1)C1CCCN(c2cnccn2)C1 (configuration not stated)
19	COc1ccc(C(=O)Nc2ccc(-c3cn4ccsc4n3)cc2)cc1S(=O)(=O)N1CCOCC1
20	COc1ccc(S(=O)(=O)N2CCN(C(=O)c3cccs3)CC2)cc1
21	Cc1c(C(=O)NCc2ccccc2C(F)(F)F)sc(=O)n1Cc1cccc(C(F)(F)F)c1
22	CN(C)C(CNC(=O)c1cc(S(=O)(=O)N(C)c2ccc(F)cc2)ccc1Cl)c1cccs1 (configuration not stated)
23	CCc1c(C2(O)CCCCC2)[nH]c2ccc(C#N)cc12
24	O=C(CSc1nnnn1C1CCCC1)NCc1ccccc1
assay / entry,17,18,19,20,21,22,23,24
CHRM4 agonist,2,5,12,1,3,9,25,1
CRFR2-BP ag,-3.8,-0.8,1.4,0.1,·,0.0,2.8,1.6
M4 antag,-7,2,7,1,-3,0,-11,1
CRFBP-R2 block,-5,-8,-9,2,·,-6,-15,-6
M4 PAM,-9,2,-14,1,-2,-3,-13,4
M5 antag,7,7,5,-9,-1,3,-4,-2
IDE inh,3,-6,6,5,·,·,5,-3
M5 ag,-1,1,3,0,-3,-2,-6,0
CHRM5 PAM,-6,-8,-13,2,-4,-11,-16,-1

25	Cc1ccc(S(=O)(=O)/N=C(\c2ccccc2)N(C)S(=O)(=O)c2ccc(C)cc2)cc1
26	O=C(CN1C(=O)/C(=C2\SC(=S)N(C3CCS(=O)(=O)C3)C2=O)c2ccccc21)Nc1ccc(F)cc1 (configuration not stated)
27	NC(=O)c1cc([N+](=O)[O-])ccc1NCC1CCCCC1
28	O=C(N/N=C/c1ccc[nH]1)c1cccnc1
29	COC(=O)CCNS(=O)(=O)c1ccc2ccccc2c1
30	CCCn1nc(NC(=O)COC)c2cc3cccc(C)c3nc21
31	Cc1cc(C(C)(C)C)oc1C(=O)N(CC(=O)NC1CCCC1)Cc1ccccc1Cl
32	Cc1ccccc1S(=O)(=O)N1[C@@H](c2ccc(Cl)cc2)C(C(=O)O)=CC[C@H]1c1ccc(Cl)cc1
assay / entry,25,26,27,28,29,30,31,32
CHRM4 agonist,0,0,-1,1,1,-3,4,-2
CRFR2-BP ag,16,-0.6,0.1,-0.6,-1.3,-2.0,0.7,5.2
M4 antag,-6,2,-7,2,1,-3,-4,-4
CRFBP-R2 block,10,-6,-6,-4,5,-17,-25,13
M4 PAM,8,3,8,11,-7,13,-10,12
M5 antag,-4,2,10,-2,-2,-8,6,0
IDE inh,3,2,-3,-1,3,1,3,4
M5 ag,-4,0,-3,-5,-1,-3,12,-1
CHRM5 PAM,7,-1,8,5,-4,6,-8,5

33	COc1ccc(OC)c(/C=N/NC(=O)c2csc3ccccc23)c1
34	Cc1cc(=S)c2ccccc2[nH]1
35	COC(=O)[C@H](CC(C)C)NC(=O)Nc1ccccc1F
36	O=C(CSCC(=O)c1ccc([N+](=O)[O-])cc1)c1ccc([N+](=O)[O-])cc1
37	Cc1cc(C(=O)N2CCCC(C(=O)c3ccc4ccccc4c3)C2)n(C)n1 (configuration not stated)
38	CC12c3ccccc3C(c3ccccc31)C1C(=O)N(Cc3cccnc3)C(=O)C12 (configuration not stated)
39	COc1ccc(C(CNC(=O)COc2ccccc2C)N2CCOCC2)cc1 (configuration not stated)
40	Cc1ccc(S(=O)(=O)N[C@@H](C)C(=O)N2CCC(C(=O)N[C@@H](Cc3ccccc3)C(=O)O)CC2)cc1
assay / entry,33,34,35,36,37,38,39,40
CHRM4 agonist,2,2,15,3,2,2,3,0
CRFR2-BP ag,1.5,-2.2,-0.5,·,1.2,-2.5,-0.4,1.7
M4 antag,-1,-5,-8,5,-2,7,-10,3
CRFBP-R2 block,-13,-1,-1,·,17,-12,-13,-1
M4 PAM,-7,-14,-25,-2,-2,-5,5,1
M5 antag,0,3,27,-1,-12,7,1,9
IDE inh,-3,-3,1,·,1,-1,3,-1
M5 ag,-2,1,-5,1,-1,1,2,-4
CHRM5 PAM,-7,1,-14,-6,-2,-6,-3,-3

# Along the list, as entered above.
# CRFBP-R2 block for nos. 33–40 → -13, -1, -1, ·, 17, -12, -13, -1
# M4 PAM for nos. 33–40 → -7, -14, -25, -2, -2, -5, 5, 1

# 7 compounds from above, arranged by molecular weight, low to high.
34	Cc1cc(=S)c2ccccc2[nH]1
35	COC(=O)[C@H](CC(C)C)NC(=O)Nc1ccccc1F
33	COc1ccc(OC)c(/C=N/NC(=O)c2csc3ccccc23)c1
37	Cc1cc(C(=O)N2CCCC(C(=O)c3ccc4ccccc4c3)C2)n(C)n1 (configuration not stated)
39	COc1ccc(C(CNC(=O)COc2ccccc2C)N2CCOCC2)cc1 (configuration not stated)
31	Cc1cc(C(C)(C)C)oc1C(=O)N(CC(=O)NC1CCCC1)Cc1ccccc1Cl
40	Cc1ccc(S(=O)(=O)N[C@@H](C)C(=O)N2CCC(C(=O)N[C@@H](Cc3ccccc3)C(=O)O)CC2)cc1
assay / entry,34,35,33,37,39,31,40
CHRM4 agonist,2,15,2,2,3,4,0
CRFR2-BP ag,-2.2,-0.5,1.5,1.2,-0.4,0.7,1.7
M4 antag,-5,-8,-1,-2,-10,-4,3
CRFBP-R2 block,-1,-1,-13,17,-13,-25,-1
M4 PAM,-14,-25,-7,-2,5,-10,1
M5 antag,3,27,0,-12,1,6,9
IDE inh,-3,1,-3,1,3,3,-1
M5 ag,1,-5,-2,-1,2,12,-4
CHRM5 PAM,1,-14,-7,-2,-3,-8,-3

# Further records
41	C=CCNC(=S)N/N=C/c1ccc(OCc2ccccc2)cc1
42	Cc1nc(CC(=O)Nc2nc(-c3ccccc3)cs2)cs1
43	CCOc1ccc(Cc2nn[nH]n2)cc1
44	Cc1cc(C)cc(NS(=O)(=O)c2ccc(NC(=O)C3CCCCC3C(=O)O)cc2)c1 (configuration not stated)
45	COc1ccc(C)cc1NC(=O)NNS(=O)(=O)c1ccc(NC(C)=O)cc1
46	CC1=NN(C(=O)Cc2ccc([N+](=O)[O-])cc2)C(O)(C(F)(F)C(F)(F)F)C1 (configuration not stated)
47	CCCC(=O)Oc1ccc2c(C)cc(=O)oc2c1
48	Cn1c(SCC(=O)Nc2ccc3cn[nH]c3c2)nnc1-c1cccs1
assay / entry,41,42,43,44,45,46,47,48
CHRM4 agonist,0,8,0,-1,1,1,0,6
CRFR2-BP ag,0.8,-0.7,-0.1,-5.0,0.2,-0.9,-2.5,0.8
M4 antag,-3,-6,4,5,4,0,9,1
CRFBP-R2 block,95*,4,-5,-10,0,-6,4,3
M4 PAM,-2,3,4,-7,3,-16,-1,-2
M5 antag,4,4,-5,6,18,11,3,4
IDE inh,3,-1,-6,9,-1,-6,2,4
M5 ag,-1,-8,0,-1,-1,-1,1,2
CHRM5 PAM,-2,-25,-3,-4,-4,-1,-2,-12

49	Cc1cc2c(cc1S(=O)(=O)N(C)C1CCCCC1)OCC(=O)N2
50	O=C(NCc1cccnc1)c1ccc([N+](=O)[O-])o1
51	C[C@@H]1CN([C@H](C)CO)C(=O)CCCn2cc(nn2)CO[C@H]1CN(C)S(=O)(=O)c1ccccc1C#N
52	O=C(CCn1c(=O)oc2cc(Cl)ccc21)Nc1ccc(O)cc1
53	COc1ccc(NC(=O)c2ccc(NCCN3C(=O)CCC3=O)c([N+](=O)[O-])c2)cc1
54	O=C(O)C1CC=CCC1C(=O)NNc1c(Cl)cc(Cl)cc1Cl (configuration not stated)
55	COc1ccc(/C=C/C(=O)OCC(=O)NCC2CCCO2)cc1 (configuration not stated)
56	C/C(=N\O)c1ccco1
57	COC(=O)c1cc2ccc(OC)c(OC)c2c(=O)s1
58	CCOc1ccc(NC(=O)CN2CCN(CC(=O)Nc3ccc(N(C)C)cc3)CC2)cc1
assay / entry,49,50,51,52,53,54,55,56,57,58
CHRM4 agonist,22,1,0,3,1,1,3,-1,0,15
CRFR2-BP ag,0.0,1.4,3.0,-4.4,-0.2,-0.7,0.7,0.7,-2.8,-3.2
M4 antag,0,-3,4,-37,4,3,-6,4,11,2
CRFBP-R2 block,48,1,-8,16,7,14,2,4,10,-2
M4 PAM,-6,0,1,12,-1,1,14,-3,3,-12
M5 antag,19,13,4,-2,5,-6,-6,8,-3,25
IDE inh,2,-1,·,-4,2,0,7,1,3,·
M5 ag,4,-1,0,1,4,-4,1,0,0,-1
CHRM5 PAM,-16,-7,3,-4,-3,3,1,8,0,-15

# Compound activity from PubChem.
